KOR beta-arrestin-1 – KOR antagonists, beta-arrestin recruitment, cell-based, luminescence, uHTS (AID 1778) | inhibition, % at 10 µM, or IC50 in µM where a hit was titrated | 0.091% of 290,000 active | KOR beta-arrestin recruitment, luminescence, antagonist mode; higher % means a stronger effect; in the data active = inhibition above about 50%; note: strong numbers were not always called active
NTR1 agonist – NTR1-driven beta-arrestin-GFP spot formation – imaging, U2OS cells, high content, primary screen (AID 493036); agonist mode; activation, % at 20 µM; 0.17% of 330,000 active; P30989;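 active = activation at or above 40% of the spot to cytoplasm intensity ratio, with at least 20 cells analyzed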;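 note: 0% = DMSO without peptide and 100% = 100 nM NTR1 peptide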
Target sequence (P30989 whole entry, looked up): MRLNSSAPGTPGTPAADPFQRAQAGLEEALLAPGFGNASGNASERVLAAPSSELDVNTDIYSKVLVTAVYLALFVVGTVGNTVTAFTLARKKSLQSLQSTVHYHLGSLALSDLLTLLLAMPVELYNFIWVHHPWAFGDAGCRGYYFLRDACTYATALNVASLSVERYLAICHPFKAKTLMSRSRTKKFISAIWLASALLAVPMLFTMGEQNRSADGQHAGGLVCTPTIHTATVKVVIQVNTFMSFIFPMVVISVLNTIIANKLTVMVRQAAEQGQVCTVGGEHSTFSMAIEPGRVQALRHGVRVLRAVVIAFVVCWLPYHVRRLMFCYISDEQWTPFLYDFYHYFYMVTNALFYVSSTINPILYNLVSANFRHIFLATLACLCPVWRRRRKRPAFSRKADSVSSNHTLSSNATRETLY
GPR55 beta-arrestin – selective activators of receptor GPR55 – imaging, U2OS cells, beta-arrestin-GFP redistribution, primary screen (AID 1961); 0.048% of 290,000 active; activation, % at 10 µM, or EC50 in µM where a hit was titrated; U2OS GPR55 beta-arrestin-GFP redistribution imaging; higher % means a stronger effect;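 active = activation above 40% with more than 50 cells counted in the well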;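 note: U2OS osteosarcoma cells stably expressing GPR55 and beta-arrestin-GFP; plate controls were DMSO negative control for no effect and LPI positive control for full effect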
GPR35 arrestin U2OS – GPR35 antagonists blocking zaprinast-driven arrestin recruitment, primary screen, imaging, U2OS, beta-arrestin-GFP, zaprinast agonist (AID 2058); 0.052% of 290,000 active; U2OS GPR35 beta-arrestin-GFP translocation imaging, zaprinast antagonism; higher % means a stronger effect; inhibition, % at 10 µM; hits with a dose series show IC50 in µM;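 active = inhibition of at least 50% with at least 30 cells and total cytoplasm GFP at most 10,000,000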
K1F lysis inhibition – protection from phage-mediated lysis, alamar blue read-out – E. coli UTI89, K1F phage, bacterial capsule biogenesis inhibitors (AID 488966) | E. coli UTI89 K1F phage lysis, alamar blue, 2 h; higher % means a stronger effect | inhibition, % at 100 µM; hits with a dose series show IC50 in µM | 0.02% of 340,000 active;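 active = phage lysis inhibition, versus mean bacterial control, above a set limit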;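 note: capsule biogenesis inhibitors block K1F phage lysis so surviving cells raise fluorescence; higher fluorescence means more inhibition of phage lysis; actives were called in the ten point dose series up to 300 µM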
KOR beta-arrestin-2 – kappa opioid receptor activators – cell-based, luminescence, uHTS, primary screen (AID 1777); activation, % at 10 µM, or EC50 in µM where a hit was titrated; 0.02% of 280,000 active; KOR beta-arrestin recruitment, luminescence; higher % means a stronger effect; in the data active = activation above about 50%, passing the limit was not always enough; note: a part of the inactive calls stands beside numbers as strong as those of hits
NOD1 NF-kB reporter – inhibition of NOD1-driven NF-kB reporter – cell-based, luminescence, uHTS, primary screen (AID 1578) | one-dose inhibition, % at 4 µM; EC50 in µM for titrated hits | NOD1-driven NF-kB luciferase reporter cells, luminescence; higher % means a stronger effect | 1% of 290,000 active; in the data active = inhibition mostly above about 36%, no sharp cut-off; inactive = mostly below about 34%;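 note: HEK-293T reporter cells stimulated with the NOD1 agonist gamma-tri-DAP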
Rac1 GTP hydrolysis – MgcRacGAP GTPase-activating activity inhibitors, confirmation, biochemical, ADP Hunter fluorescence | 0.6% of 340,000 active | inhibition, % at 30 µM, or IC50 in µM where a hit was titrated | MgcRacGAP-stimulated Rac1 GTP hydrolysis, ADP Hunter fluorescence; higher % means a stronger effect; GST-tagged Rac1 F28L mutant substrate;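 active = first-screen hits whose inhibition reached a set limit at any dose in the follow-up dose series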;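 note: fluorescence reports GDP produced by GAP-driven GTP hydrolysis; strong numbers were not always called active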
GPR55 LPI antagonism – inhibition of LPI-stimulated GPR55 beta-arrestin translocation – imaging, U2OS, beta-arrestin-GFP, LPI agonist, primary screen (AID 2013); inhibition, % at 10 µM, or IC50 in µM where a hit was titrated; U2OS GPR55 beta-arrestin-GFP translocation imaging, LPI antagonism; higher % means a stronger effect; 0.13% of 290,000 active;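 active = spots per cell inhibited over 60%, with over 100 cells counted and total cytoplasm intensity under 500,000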;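 note: U2OS cells stably carrying GPR55 and arrestin-GFP stimulated by 5 µM LPI near EC80; imaged beta-arrestin-GFP aggregate spots per cell after agonist stimulation; plate controls were LPI-stimulated DMSO wells for no effect and DMSO wells without LPI for full effect; some results filed as inactive read as strong as hits; confirmed hits need IC50 under 10 µM and bright autofluorescent wells are also inconclusive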
NTR1 agonist cell count 20 µM – also measured in NTR1 agonist; calls as there; cell count; measured here: cell count, cytotoxicity flag
* marks the source's active call; other numbers are inactive results; nt = no result given; [ ] = dose if it differs, or a comment. A portion of the library; the hit share may differ from the screen's.

Structure	KOR beta-arrestin-1	NTR1 agonist	NTR1 agonist cell count 20 µM	GPR55 beta-arrestin	GPR35 arrestin U2OS	K1F lysis inhibition	KOR beta-arrestin-2	NOD1 NF-kB reporter	Rac1 GTP hydrolysis	GPR55 LPI antagonism
COc1ccc(C(C(N)=O)c2ncc(C(F)(F)F)cc2Cl)cc1OC (stereo not drawn)	-33%[20 µM]	1.3	48	0.2%	8%	-0.2%	-1.1%	-23%	1%	1%
COCCn1c(SCC(=O)Nc2ccc(F)cc2)nc2c([nH]c3ccccc32)c1=O	2%	0.6	64	-0.1%	-6%	0.0%	-2.0%	-23%	14%	13%
COc1ccc(OC)c(CCNC(=O)CCn2nc(C)c3c(C)n(-c4ccccc4)nc3c2=O)c1	-7%	0.4	58	0.3%	8%	0.0%	1.9%	-4%	11%	2%
O=C(NC1C=CS(=O)(=O)C1)c1ccccc1 (stereo not drawn)	-25%[20 µM]	-0.5	78	-0.1%	10%	0.2%	nt	-18%	10%	22%
O=C(c1cccc([N+](=O)[O-])c1)N(c1ccccn1)c1ccccn1	15%	1.8	71	0.2%	12%	2.3%	0.3%	-12%	2%	4%
CCCn1c(SCC(=O)Nc2ccc(S(=O)(=O)N(C)C)cc2)n[nH]c1=O	-12%	-0.6	61	0.1%	-7%	-0.2%	-2.1%	18%	10%	9%
COc1cc(/C=N/NS(=O)(=O)c2ccc3ccccc3c2)ccc1OCc1ccc(C(=O)O)cc1	14%	0.1	51	0.2%	10%	0.0%	-3.5%	12%	6%	13%
Cn1cc([N+](=O)[O-])c(C(=O)Nc2cnn(Cc3ccc(F)cc3)c2)n1	-6%	2.1	64	-0.2%	11%	1.0%[50 µM]	-1.5%	13%	9%	-9%
CCn1c(O)c(N=NC2=NC(=O)CS2)c2ccccc21	-9%	-1.2	33	0.0%	-13%	-0.1%	6.3%	-6%	10%	-7%
Cc1ccccc1Nc1nc(-c2ccccc2)c(C(=O)Nc2cccnc2)s1	-10%	1.3	71	0.0%	12%	0.1%	-4.1%	-11%	13%	17%
CCN1C(=O)C(C(=O)Nc2ccc(OC)cc2)C2CC1(C)Oc1ccccc12 (stereo not drawn)	15%	1.5	32	-0.2%	-3%	1.0%	2.3%	-35%	6%	19%
Nn1cnnc1N/N=C/c1cc([N+](=O)[O-])c(Cl)cc1Cl	-13%	1.5	43	-0.1%	-9%	-0.1%	-1.0%	6%	9%	-6%
CC1=Nn2c(nnc2-c2n[nH]c3c2CCC3)SC1	-11%	2.9	41	0.3%	9%	1.0%	1.1%	-4%	5%	-5%
COc1cccc(/C=N/Nc2nc3ccccc3[nH]2)c1O	-26%	4.0	58	-0.1%	-2%	0.0%	2.2%	-8%	6%	-10%
O=C(COC(=O)c1ccc(O)cc1O)NC1CCS(=O)(=O)C1 (stereo not drawn)	0%	-1.0	60	-1.9%	-10%	0.2%	6.4%	-6%	14%	9%
O=C(Nn1c(O)c(C=C2N=c3ccccc3=N2)sc1=S)c1ccccc1	-22%	3.1	60	14%	-6%	2.7%	-3.2%	4%	8%	-5%
C(=C\c1ccccn1)/c1ccccn1	16%	0.8	72	0.7%	9%	0.1%	5.3%	-8%	4%	-13%
CCc1ccc(N/C(N)=N/c2nc(CSc3ncccn3)cc(=O)[nH]2)cc1	-49%[20 µM]	1.6	28	0.6%	9%	-1.0%	-1.0%	2%	7%	5%
O=C(Nc1ccc(N2CCN(C(=O)c3ccco3)CC2)cc1)c1ccc([N+](=O)[O-])cc1Cl	6%	4.4	57	-0.1%	13%	0.1%[50 µM]	3.0%	20%	6%	20%
CCO/C(C)=C1\C(=O)Nc2ccccc21	-17%	1.4	71	-0.3%	29%	1.5%	0.6%	-14%	12%	27%
Cc1ccc(CN2CCN(Cc3ccncc3)CC2CCO)o1 (stereo not drawn)	-22%	-0.2	53	0.0%	-9%	0.1%	-6.3%	-6%	9%	6%
CC(=O)Oc1ccc(N2C(=O)CCC2=O)cc1	20%	0.8	50	-0.1%	-15%	0.8%	0.9%	11%	-1%	2%
Cc1ccc(C(NC(=O)N2CCOCC2)C(Cl)Cl)cc1F (stereo not drawn)	17%	-1.4	83	-0.2%	-8%	0.3%	-4.5%	-27%	11%	-1%
Cc1c(C(=O)C(=O)NCc2cccs2)c2ccccc2n1C	-1%	-0.2	58	-0.2%	10%	0.4%	-3.0%	-26%	5%	-3%
Nc1c(C(=O)NCc2cccnc2)sc(=S)n1-c1ccccc1	20%	-0.8	75	0.1%	-10%	0.1%	-8.5%	5%	9%	-13%
Cc1c(C)c2c(OCC(=O)NCC(C)C)cc3c(c2oc1=O)CCC(C)(C)O3	0%	1.4	80	-0.1%	0%	1.4%[50 µM]	-1.6%	2%	7%	5%
CCN(CC)S(=O)(=O)c1ccc2nc(CSc3nnnn3-c3ccc(O)cc3)[nH]c2c1	9%	1.5	83	-0.2%	-7%	-0.1%	-0.7%	-21%	12%	-9%
CCOC(=O)Cc1csc(NC(=O)CSc2nc(C)cc(=O)[nH]2)n1	15%	-0.3	80	-0.1%	-9%	0.0%	-3.8%	-21%	30%	4%
CC(C)Sc1nc2c(cnn2-c2ccc(Cl)cc2)c(=O)[nH]1	-53%	8.5	75	0.0%	-8%	0.3%	0.9%	2%	nt	8%
O=C(NC1CC2CCC(C1)N2C(=O)NCc1ccccc1)C1CC1 (stereo not drawn)	12%	0.2	93	-0.1%	11%	0.5%	-6.9%	-5%	6%	16%
CC(C)C[C@H](NC(=O)c1[nH]cnc1C(=O)Nc1ccc(CNC(=O)OC(C)(C)C)cc1)C(=O)OCc1ccccc1	10%	18	53	-0.1%	-3%	0.3%	7.5%	-7%	9%	7%
COC(=O)/C(C#N)=C/c1c(N2CCN(C)CC2)nc2ccccn2c1=O	-11%	-1.6	39	0.0%	-4%	0.6%	-1.2%	1%	5%	5%
COc1ccc2c(c1)c1ccccc1n2C	-35%	-0.5	73	0.5%	5%	2.1%	4.7%	-15%	-3%	6%
O=C(/C=C/c1ccco1)NCC(=O)N/N=C/c1ccccc1[N+](=O)[O-]	13%	-0.2	94	-0.5%	9%	0.0%	-0.8%	-18%	17%	8%
CC(=O)Nc1ccc(S(=O)(=O)N(Cc2ccco2)CC2CCCO2)cc1 (stereo not drawn)	8%	0.7	67	0.2%	3%	0.4%	-2.4%	-14%	3%	6%
CCOC(CCn1c(SCc2ccc([N+](=O)[O-])cc2)nc2ccccc2c1=O)OCC	17%	1.2	59	-0.2%	-3%	0.1%[50 µM]	0.8%	22%	6%	2%
CCCCc1nc2cc(C(=O)N3CCCCC3CCNC(C)=O)ccc2o1 (stereo not drawn)	-20%	0.3	64	0.0%	2%	0.3%	-0.8%	-13%	0%	1%
Cc1ccc(Cn2c(NC(=O)c3ccco3)nc3ccccc32)cc1	-27%	6.9	60	0.3%	5%	9.9%	3.5%	16%	5%	-4%
COc1ccc(C(=O)C(CN2CCOCC2)c2ccccc2)cc1F (stereo not drawn)	12%	nt	nt	0.6%	4%	-0.1%	-6.8%	20%	10%	12%
Cc1ccc(S(=O)(=O)/N=c2\ccc(Cl)cn2C(F)F)cc1	4%	0.4	61	-0.3%	-10%	-0.1%	-4.2%	-2%	13%	13%
O=C(COC(=O)c1ccc(NS(=O)(=O)c2cccs2)cc1O)NCc1ccccc1	-136%	-1.0	53	-0.5%	-7%	-0.1%	3.9%	-10%	-10%	-22%
CN(C)/C=C1/C(=O)N(c2ccc([N+](=O)[O-])cc2)N=C1c1ccccc1	-5%	0.1	53	-0.3%	8%	nt	-3.3%	-22%	nt	-2%
COc1cc(-c2ccc(NC(=O)NC3CC3)c(OC)c2)ccc1NC(=O)NC1CC1	5%	2.1	83	0.0%	19%	nt	2.6%	-19%	nt	8%
O=C(Cn1cc(C(F)(F)F)ccc1=O)N/N=C/c1ccc(F)cc1	-6%	3.6	59	0.5%	-11%	0.2%	-9.6%	-11%	-2%	5%
COc1cc(C(CC(=O)Nc2cccc(C)n2)N2Cc3ccccc3C2=O)cc(OC)c1OC (stereo not drawn)	-22%	0.0	73	0.0%	-8%	-0.2%	2.8%	5%	nt	3%
CC(=O)c1ccc(-c2ccc(C(=O)N3CCCc4ccccc43)o2)cc1	21%	1.4	47	0.2%	-1%	0.6%	-5.6%	-33%	7%	-16%
CC(=O)c1cccc(NC(=O)NCc2cccs2)c1	18%	-2.0	81	-0.1%	0%	0.1%	-0.1%	-30%	1%	0%
O=C(NCc1cn(-c2ccccc2)nc1-c1ccccc1)c1cccc([N+](=O)[O-])c1	1%	0.5	76	-0.3%	10%	0.9%	12%	-13%	8%	18%
COc1cccc(C(C(=O)NC2CCCC2)N(Cc2ccco2)C(=O)c2ccco2)c1OC (stereo not drawn)	10%	-0.7	79	-0.4%	4%	1.6%	-3.9%	-5%	1%	-36%
C/C(=C\c1ccc(N)cc1)c1nc2ccccc2[nH]1	11%	0.7	85	0.0%	12%	0.1%	1.1%	-22%	17%	8%
NC(=O)C1CCN(C(=O)CSc2ccsc2[N+](=O)[O-])CC1	-9%	nt	nt	0.2%	7%	0.1%	-9.7%	-31%	6%	1%
CC(C)c1ccc(CN(C(=O)c2cc3ccccc3oc2=O)C2CCS(=O)(=O)C2)cc1 (stereo not drawn)	5%	6.8	64	-0.1%	-6%	1.1%	4.1%	-22%	12%	2%
COc1ccccc1-c1cc(C(F)(F)F)nc(N2CCN(c3ccc(F)cc3)CC2)n1	26%	1.2	74	-0.2%	-2%	0.1%	5.8%	-11%	7%	-3%
CCOC(=O)c1[nH]c2ccc(OC)cc2c1NC(=O)c1ccccc1C(=O)O	20%	-0.4	83	0.2%	-4%	0.3%	1.1%	-8%	109µM*	12%
c1ccc(-c2cc(-c3nnc4sc(-c5ccccn5)nn34)[nH]n2)cc1	nt	9.5	60	0.4%	4%	0.5%	2.1%	34%	1%	6%
O=C(Nc1cccc(F)c1)c1ccc(S(=O)(=O)NCC2CCCO2)cc1 (stereo not drawn)	-20%	0.3	57	0.3%	4%	-1.2%	1.7%	5%	7%	7%

Assay outcomes deposited in PubChem by several laboratories.
